Screening results as filed in PubChem.
AMA1-RON2 inh: inhibitors of Plasmodium falciparum AMA1-RON2 interaction; AlphaScreen AMA1-biotinylated RON2 peptide binding; Potency, µM (highest dose often 58.2 µM), for inactives: top-dose activity change, negative = inhibition, most hits filed as inhibitors; hit rate 0.2% among 360,000; AID 720542;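 further: potency means the concentration at half of the fitted maximal effect; 0% = vehicle wells and -100% = peptide control; nearly all actives have a fitted effect of over 45% in size; some results filed as inactive show a strong effect at the top dose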
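AMA1 (3D7) with his tag at 25 nM final met compounds first, then biotinylated RON2 peptide at 25 nM; detection used donor plus acceptor beads, 10 µg/mL apiece, read by AlphaScreen after 30 min at room temperature.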
Tb PYK inh: T. brucei pyruvate kinase inhibition. Q57TT1. TbPYK enzyme, Kinase-Glo Plus ATP luminescence, 45 min. Potency, µM (series often up to 76.8 µM), for the others: at the highest dose activity, negative = inhibition, most hits filed as inhibitors. hit rate 0.12% among 410,000. AID 624173; further: potency means the concentration at half of the fitted maximal effect; nearly all actives have a fitted effect of over 50% in size
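Readout: single end-point luminescence (Kinase-Glo Plus, 10 min). Reaction conditions were TbPYK/substrate plus 130 uM ADP, 45 min at RT, pH 7.2 TEA buffer. No-enzyme wells served as controls, and data were normalized before concentration-response fitting.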
AmpC detergent: inhibitors of E. coli AmpC beta-lactamase with detergent; P00811; AmpC hydrolysis of nitrocefin, absorbance 480 nm, 0.01% Triton; Potency, µM (doses to about 114 µM), inactives show at the top dose activity change, negative = inhibition, usual class: inhibitors; hit rate 0.041% among 370,000; AID 485294;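 further: potency means the concentration at half of the fitted maximal effect; 0% = no-compound wells and -100% = no-enzyme wells; nearly all actives have a fitted effect of over 25% in size; some results filed as inactive show a strong effect at the top dose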
Target sequence (P00811 whole entry, looked up): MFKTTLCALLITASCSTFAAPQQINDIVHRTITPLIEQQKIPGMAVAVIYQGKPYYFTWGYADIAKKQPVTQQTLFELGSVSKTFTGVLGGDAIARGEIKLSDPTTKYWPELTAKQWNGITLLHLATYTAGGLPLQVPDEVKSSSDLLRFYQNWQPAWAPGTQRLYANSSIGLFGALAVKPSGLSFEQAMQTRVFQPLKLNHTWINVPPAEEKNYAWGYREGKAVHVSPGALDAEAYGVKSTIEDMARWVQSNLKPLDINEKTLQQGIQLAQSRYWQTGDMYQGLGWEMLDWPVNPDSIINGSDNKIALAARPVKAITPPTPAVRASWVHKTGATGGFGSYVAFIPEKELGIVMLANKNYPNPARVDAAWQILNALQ
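AmpC (5.3 nM in the dispensed reagent) in 20 mM phosphate pH 7.0 with 0.01% (detergent screen) or 0.0001% Triton X-100 was preincubated with compounds for 15 min at room temperature. Nitrocefin was then added from an 800 uM solution, and hydrolysis was followed at 480 nm.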
AmpC no deterg: inhibitors of E. coli AmpC beta-lactamase without detergent; Potency, µM (titrated, usually from 57.1 µM), without a hit: at the top dose activity change, negative = inhibition, actives largely listed as inhibitors; AmpC nitrocefin hydrolysis, absorbance 480 nm, 0.0001% Triton; hit rate 0.52% among 330,000; AID 485341;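 further: potency means the concentration at half of the fitted maximal effect; plate controls were no compound for no effect and no enzyme for full effect; nearly all actives have a fitted effect of over 20% in size; some results filed as inactive show a strong effect at the top dose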
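AmpC (5.3 nM in the dispensed reagent) in 20 mM phosphate pH 7.0 with 0.01% (detergent screen) or 0.0001% Triton X-100 was preincubated with compounds for 15 min at room temperature. Nitrocefin was then added from an 800 uM solution, and hydrolysis was followed at 480 nm.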
Sm TGR block: inhibitors of Schistosoma mansoni thioredoxin glutathione reductase; hit rate 3% among 360,000; AID 485364; purified TGR, DTNB reduction, TNB absorbance 405 nm; Potency, µM (doses to about 114 µM), for inactives: top-dose activity change, negative = inhibition, actives largely listed as inhibitors; further: potency means the concentration at half of the fitted maximal effect; nearly all actives have a fitted effect of over 60% in size
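TGR 20 nM + NADPH 100 uM (dispensed conc.), cpd preinc 15 min RT; start with NADPH (500 uM addition) then DTNB (15 mM addition). Kinetic TNB absorbance, 405 nm filter. Four-parameter Hill fit across titration.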
LmPK inhibitor: LmPK (Leishmania mexicana) enzyme inhibition | purified LmPK, Kinase-Glo ATP luminescence, 1 h | hit rate 0.37% among 290,000 | Potency, µM (titrated, usually from 57.5 µM), without a hit: top-dose activity change, negative = inhibition, actives largely listed as inhibitors; further: potency means the concentration at half of the fitted maximal effect
Target sequence (Q27686 whole entry, looked up): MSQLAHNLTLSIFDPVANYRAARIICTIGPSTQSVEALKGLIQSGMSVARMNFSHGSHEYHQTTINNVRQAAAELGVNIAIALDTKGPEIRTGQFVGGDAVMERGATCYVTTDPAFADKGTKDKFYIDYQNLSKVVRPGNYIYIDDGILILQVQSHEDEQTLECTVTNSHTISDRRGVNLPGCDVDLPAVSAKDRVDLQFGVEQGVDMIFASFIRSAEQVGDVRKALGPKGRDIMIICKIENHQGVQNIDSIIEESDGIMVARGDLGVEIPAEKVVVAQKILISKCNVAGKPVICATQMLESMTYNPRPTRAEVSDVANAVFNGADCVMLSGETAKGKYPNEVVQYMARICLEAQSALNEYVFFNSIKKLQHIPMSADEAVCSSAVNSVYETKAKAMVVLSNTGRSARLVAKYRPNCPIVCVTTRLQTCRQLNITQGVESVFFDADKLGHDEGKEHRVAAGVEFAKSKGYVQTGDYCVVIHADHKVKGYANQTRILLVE
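Purified LmPK (0.1 nM) converted ADP (0.1 mM) to ATP with PEP (0.5 mM) in imidazole buffer pH 7.2 with KCl and MgCl2, 1 h at room temperature. ATP was read by Kinase-Glo luminescence; data normalized to uninhibited and no-enzyme controls.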
HCMV inh: human cytomegalovirus inhibition. HFF cells, HCMV-luciferase reporter, 72 h; hits give low values. activity change, negative = inhibition, % at 57.5 µM. hit rate 4.5% among 410,000. AID 1259415; in the data active means activity change below about -60%; inconclusive means no clear call, values can overlap the other calls; inactive means above about -39%
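HFF cells seeded 16 h at 37C, treated with compounds, infected with luciferase-reporter HCMV at MOI 1 PFU/cell; luciferase read at 72 h post infection, normalized to buffer-only and Salinomycin controls.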
* hit, by the source's call; ? = inconclusive; / = not tested or not shown; & = joins results of further samples; [ ] = remark or other dose. Unless noted, the call rests on the fitted dose curve; in most records, active means well fitted curve in the direction sought with a large enough effect; inconclusive means small, poorly fitted or top-dose-only effect, or another doubt; inactive means no such curve, though single readings can be large; an effect the other way counts as inactive or inconclusive. Unless noted, on the % scale 0 is the no-effect control and ±100 the full control effect.

SMILES	AMA1-RON2 inh	Tb PYK inh	AmpC detergent	AmpC no deterg	Sm TGR block	LmPK inhibitor	HCMV inh
O=C(NCCS(=O)(=O)c1ccc(Br)cc1)c1ccccc1	25.0%	-0.6%	-1.1%	-0.9%	-5.6%	-3.6%	-6.0
COCC(C)n1c(C)cc(C(=O)COC(=O)c2nc3nc(C)cc(C)n3n2)c1C (centres undefined)	-15.1%	-4.6%	?	30.2%	0.0%	1.7%	-5.1
COc1cccc(CNCC(=O)NC(=O)NC2CCCC2)c1	-26.0%	-6.5%	/	-4.9%	/	/	-10.4
CCc1nc2ccc(Br)cc2c(=O)n1-c1ccccc1C(F)(F)F	-15.7%	1.1%	/	/	/	/	5.7
CCOc1ccc(S(=O)(=O)N2c3ccccc3CC2C)cc1 (centres undefined)	6.6%	-14.4%	-3.1%	-22.0%	-17.3%	0.2%	-37.3
c1ccc(CNc2ncn[nH]2)cc1	13.9%	-3.8%	/	/	/	/	17.9
Cc1ccc(NC(=O)CSc2nn(-c3ccccc3)c(=S)s2)cc1S(=O)(=O)N(C)C	-4.5%	-11.8%	-18.5%	28.2µM*	-1.2%	-4.0%	-77.6*
C/C=C/c1ccc(OCCCCN2C(=O)NC(C)(C)C2=O)c(OC)c1	15.5%	-17.2%	4.6%	123.4%[activator]	-21.7%	-9.8%	-29.0
O=C(COc1ccccc1F)Nc1ccc2[nH]c(=O)[nH]c2c1	7.7%	-0.3%	-17.2%	-20.2%	4.6%	/	-17.2
CN(C)C(=O)c1ccc(NC(=O)COC(=O)CCN=C2NS(=O)(=O)c3ccccc32)cc1	-6.0%	-8.5%	/	/	/	/	16.6
CC(C)C(NC(=O)c1ccccc1F)C(=O)Nc1nccs1 (centres undefined)	3.3%	1.8%	2.1%	-21.3%	0.5%	12.8%	-7.5
COc1ccc2occ(C(C)=O)c2c1	2.3%	-3.1%	?	-3.6%	0.0%	0.8%	-7.5
CCOC(=O)c1sc(C)c2c(=O)n(Cc3ccc(Cl)cc3)c(C)nc12	3.9%	-1.6%	-10.3%	78.6%[activator]	8.9%	3.2%	-4.4
O=C(CSc1nnnn1-c1ccc(F)cc1)Nc1ccccc1F	0.9%	-0.2%	-5.1%	-28.9%	-3.0%	-10.9%	-4.4
COc1ccccc1-c1nnc2sc(-c3ccc(N(C)C)cc3)nn12	-4.8%	10.5%	-10.7%	-14.4%	-9.4%	0.6%	-92.9*
Cc1ccc(-c2nnc(-c3cccc4ccccc34)o2)cc1	23.6%	-5.1%	/	/	/	/	29.3
CCCN1CCCc2ccccc21	-2.9%	-5.2%	-12.1%	-8.1%	?	-1.6%	-27.5
CCc1ccc(NC(=O)C2CCCN(S(=O)(=O)c3c(C)[nH]c(=O)[nH]c3=O)C2)cc1 (centres undefined)	1.8%	2.3%&-3.1%	-8.5%&3.0%	0.7%	0.9%&4.0%	-3.0%	-15.0&-0.1
CCCc1cc(=O)oc2cc(OCC(=O)OC)cc(OCC(=O)OC)c12	/	/	-2.7%	-16.6%	1.1%	8.9%	/
CN(C)/C=C1\C(=O)ON=C1c1ccccc1	4.2%	-1.2%	2.3%	-15.2%	69.3%[activator]	2.2%	45.2

The final six records of the part above are carried over, then new ones follow:
SMILES	AMA1-RON2 inh	Tb PYK inh	AmpC detergent	AmpC no deterg	Sm TGR block	LmPK inhibitor	HCMV inh
COc1ccccc1-c1nnc2sc(-c3ccc(N(C)C)cc3)nn12	-4.8%	10.5%	-10.7%	-14.4%	-9.4%	0.6%	-92.9*
Cc1ccc(-c2nnc(-c3cccc4ccccc34)o2)cc1	23.6%	-5.1%	/	/	/	/	29.3
CCCN1CCCc2ccccc21	-2.9%	-5.2%	-12.1%	-8.1%	?	-1.6%	-27.5
CCc1ccc(NC(=O)C2CCCN(S(=O)(=O)c3c(C)[nH]c(=O)[nH]c3=O)C2)cc1 (centres undefined)	1.8%	2.3%&-3.1%	-8.5%&3.0%	0.7%	0.9%&4.0%	-3.0%	-15.0&-0.1
CCCc1cc(=O)oc2cc(OCC(=O)OC)cc(OCC(=O)OC)c12	/	/	-2.7%	-16.6%	1.1%	8.9%	/
CN(C)/C=C1\C(=O)ON=C1c1ccccc1	4.2%	-1.2%	2.3%	-15.2%	69.3%[activator]	2.2%	45.2
N#Cc1ccc(CSc2nnc(Cc3cccs3)n2Cc2ccco2)cc1	-3.1%	?	-12.3%	-12.3%	11.2µM*	-2.8%	/
CC(C)(C)c1ccc(-n2ncc3c2CCCC3NC(=O)c2cnccn2)cc1 (centres undefined)	19.8%	-0.4%	-4.1%	133.4%[activator]	-19.0%	0.5%	-63.2*
COc1ccc2oc(/C=C/N(C)C)c(C(=O)c3ccc(Cl)cc3)c2c1	-0.2%	-4.6%	-3.0%	-56.0%	-32.6%	2.7%	-22.6
COc1cc(OC)cc(C(=O)NC(=S)Nc2ccc3c4c(cccc24)CC3)c1	-3.8%	-7.9%	-8.7%	-16.4%	3.8%	-0.1%	-30.4
O=C(O)CCNc1ccc2c(c1)OCCO2	-1.8%	-7.3%	6.6%	-2.4%	41.0%[activator]	-8.3%	17.4
C[C@@H](O)CNC(=O)c1[nH]cnc1C(=O)N[C@H](C)c1ccccc1	-0.8%	3.2%	/	/	/	/	6.5
Cc1sc2ncn(CC(=O)OC(C)C)c(=O)c2c1C	/	/	-3.5%	-8.0%	2.9%	-1.4%	/
COc1ccc(-c2ocnc2C(=O)N2CCN(C(=O)C(c3ccccc3)c3ccccc3)CC2)cc1	-20.0%	0.0%	-2.9%	152.7%[activator]	7.6%	-0.6%	-19.5
S=c1[nH]nc(-c2ccccc2)n1/N=C/c1ccc(-c2ccccc2Cl)o1	63.8%[activator]	-27.6%	-16.5%	-41.6%	-1.5%	2.0%	?
COc1ccc(C(C)NC(=O)c2ccncc2)cc1OC (centres undefined)	-3.8%	0.4%	?	-6.6%	9.6%	1.1%	-8.3
COc1ccc(Cc2nnc(SCC(=O)NC3(C#N)CCCCC3)n2N)cc1	0.1%	5.3%	-9.1%	0.6%	-9.6%	/	-21.5
CC(=O)c1cc2c(cc1NS(=O)(=O)c1ccc(F)cc1)OCO2	-2.7%	2.8%	4.0%	-6.7%	2.3%	0.4%	?
O=C1CC(SCc2nc3ccccc3[nH]2)C(=O)N1c1ccc(Cl)cc1 (centres undefined)	90.5%[activator]	-7.2%	?	-45.1%	25.1µM*	-1.3%	-19.4
COc1ccc(C2=NOC(C(=O)Nc3cc(C)nn3-c3ccccc3)C2)cc1OC (centres undefined)	-0.7%	-2.4%	-0.7%	9.9%	-2.4%	-1.8%	-7.2
COc1ccc2c(c1)CCc1cnoc1-2	-8.1%	1.6%	/	/	/	/	-16.6
Cc1ccc(CN2CCN(C(=O)C3CCC3)CC2)cc1	3.3%	-16.7%	-8.9%	-0.4%	-35.5%	-0.9%	-4.6
Cc1cc(Cl)ccc1NC(=O)CCN1C(=O)NC(C)(C)C1=O	-3.0%	-5.2%	7.6%	-6.3%	-18.4%	/	3.9
CCOc1cc(C(=O)OCc2cc(=O)n3nc(C4CC4)sc3n2)cc(OCC)c1OCC	/	-4.2%	2.0%	/	-4.4%	/	14.2
CCOc1ccccc1Nc1nc(N)nc(CSc2nncn2C)n1	6.3%	-1.3%	-13.4%	-6.8%	-20.7%	-8.8%	-9.0
CCOC1=C2[C@H](c3ccccc3Cl)N(S(=O)(=O)c3ccc(C)cc3)C[C@H]2C(C#N)(C#N)C(C#N)(C#N)C1	29.4%	?	/	/	/	/	6.7
CCOC(=O)c1nccnc1C(=O)Nc1ccc(C(F)(F)F)cc1	2.4%	0.7%	-8.5%	13.5%	0.1%	-9.1%	9.7
O=[N+]([O-])c1ccccc1CNCCc1c[nH]c2ccccc12	?	-11.9%	-9.4%	-23.7%	-16.8%	2.0%	126.2
Cc1noc(C)c1NC(=O)Nc1ccc2c(c1)C(=O)N([C@H](C)CO)C[C@H](C)[C@@H](CN(C)C(=O)Nc1ccc(C(F)(F)F)cc1)O2	2.5%	-11.6%	/	186.9%[activator]	/	/	25.7
CCOC(=O)c1ccc(N(CC2CO2)S(=O)(=O)c2ccc(C)cc2)cc1 (centres undefined)	17.1%	-7.1%	/	/	/	/	-16.6
CCN(CC)C(=O)C1CCN(S(=O)(=O)c2ccc3c(c2)CCCN3C(=O)C2CCC2)CC1	-3.1%	-1.6%	-2.1%	108.9%[activator]	-1.9%	1.0%	-32.0
COc1ccc(/C(N)=N/OC(=O)Oc2ccccc2)cc1	-11.4%	-0.8%	0.6%	-10.8%	6.6%	-12.0%	9.2
Cc1ccc(OCC(=O)Nc2ccc(F)cc2)cc1	12.8%	-12.8%	-2.9%	-19.4%	3.3%	5.3%	-9.8
N#CC1(C#N)CC(C=O)=C(N)C1(C#N)CC(=O)c1ccc(F)cc1 (centres undefined)	2.9%	-5.4%	?	-44.4%	20µM*	3.7%	34.9
C/C(=N\NC(=S)NCCc1ccccc1)c1cccc(Br)c1	6.2%	-8.8%	-10.3%	-12.9%[2.29 µM]	-10.6%	-3.4%	30.0
CCOC(=O)c1c(/N=C/N(C)C)sc2c1CCC2	7.2%	-13.4%	1.3%	-15.6%	-18.5%	0.8%	33.0
c1ccc(C2=NC(c3ccccc3)N=C(c3ccccc3)N2)cc1	-0.2%	-6.9%	?	-23.1%	-18.3%	0.8%	20.5
O=C(CO/N=C/c1ccccc1O)N1CCc2ccccc21	4.8%	-3.2%	-5.9%	-24.5%	-25.9%	0.1%	46.7
C=C(C(=O)Oc1ccccc1C(C)(C)C)c1ccccc1	/	/	4.9%	-2.5%	-6.3%	/	/
Cc1ccc(N/C=C2\CCCCC2=O)nc1	8.7%	-1.9%	6.3%	-18.0%	7.6%	-22.2%	18.3
C[C@@H](CN1C2=NC[C@H](Cc3ccccc3)N2C[C@H]1Cc1ccc(O)cc1)NC(=O)CCC1CCCCC1	14.4%	-5.8%	1.5%	52.8%	?	-3.9%	-2.8
Nc1c(C(=O)O)nnn1Cc1ccccc1	-9.7%	-2.1%	?	-12.7%	-3.2%	2.5%	-1.8

This is a random part of the collection; any-hit rate near 7.4%.
